APJ agonist = agonists of human apelin receptor APJ, primary screen, CHO-K1 cells, PathHunter beta-arrestin, luminescence. 0% DMSO wells, 100% apelin. activation, % at 20 µM. P35414. AID 2520, 2010. actives 0.11% (n = 330,000);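 active means activation more than six SD over the plate average, tested at 20 µM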;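 further: 0% = DMSO alone and 100% = apelin-13 at 10 nM; some results filed as inactive read as strong as hits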
Target sequence (P35414 whole entry, looked up): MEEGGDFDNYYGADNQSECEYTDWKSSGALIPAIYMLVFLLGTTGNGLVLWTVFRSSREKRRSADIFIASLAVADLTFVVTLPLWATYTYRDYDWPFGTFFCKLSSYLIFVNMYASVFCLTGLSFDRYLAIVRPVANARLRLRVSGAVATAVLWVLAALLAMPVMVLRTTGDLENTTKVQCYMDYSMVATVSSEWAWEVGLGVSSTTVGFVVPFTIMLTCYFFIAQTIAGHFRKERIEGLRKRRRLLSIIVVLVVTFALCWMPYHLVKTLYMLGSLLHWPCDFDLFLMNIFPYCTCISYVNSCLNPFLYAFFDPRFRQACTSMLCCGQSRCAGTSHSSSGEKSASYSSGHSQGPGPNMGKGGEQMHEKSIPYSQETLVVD
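Assay system – PathHunter CHO-K1 APJ (AGTRL-1) beta-arrestin reporter cells · Compound – one dose, 20 µM compound, 1% DMSO · Timing – compound 90 min 25 °C, reagent 1 h · Measured by – luminescence from split beta-galactosidase complementation, Galacton Star/Emerald II substrate · Measure – beta-arrestin recruitment to APJ as agonist activity, luminescent signal · Benchmarks – DMSO vs Apelin-13 10 nM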
tim10-1 inh = growth inhibitors of tim10-1 mutant yeast, primary screen, luminescence, uHTS | inhibition, % at 20 µM | S. cerevisiae tim10-1 ts strain growth, BacTiter-Glo, 24 h | actives 2.2% (n = 330,000);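 active means inhibition of at least 40%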;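 further: mutant grown at 25 °C; 0% = DMSO wells with yeast and 100% = wells holding no yeast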
tim23-1 inh = growth inhibitors of tim23-1 mutant yeast, primary screen, luminescence, uHTS; S. cerevisiae tim23-1 growth, BacTiter-Glo luminescence, 24 h; inhibition, % at 20 µM; actives 1.3% (n = 330,000); AID 463212, 2010;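 active means growth inhibition of the mutant yeast at or above 50%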;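 further: temperature-sensitive mutant grown at 25 °C; plate controls were DMSO-treated mutant yeast for no effect and medium wells lacking yeast for full effect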
MIN6 prolif = inducers of MIN6 beta-cell proliferation, primary screen, ATP luminescence, uHTS | MIN6 cells proliferation, ATPlite luminescence, 48 h; cells starved in 0.2% serum; 100% = growth in 10% serum | actives 0.29% (n = 330,000) | proliferation, % at 10 µM | AID 2380, 2010;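 active means compounds whose signal lies at least 3.5 SD above the mean of all wells on their plate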;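 further: 0% = DMSO-treated cells in low-serum medium and 100% = 10% serum control; some compounds called inactive have numbers as strong as hits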
MPTP inh = mitochondrial permeability transition pore inhibitors, primary screen, biochemical, isolated mouse mitochondria, absorbance; AID 602449, 2012; Ca2+ swelling absorbance, 30 min; inhibition, % at 10 µM; actives 1.4% (n = 360,000);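 active means inhibition of 50% or more, scaled per plate between neutral and stimulator controls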;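 further: 0% = DMSO wells given calcium and 100% = 1 mM EGTA wells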
NLRP3 yeast inh = NALP3 inflammasome inhibitors in reconstituted yeast, primary screen, luminescence, uHTS | Yeast reconstituted NLRP3/ASC/caspase-1, beta-gal luminescence, 24 h | inhibition, % at 10 µM | actives 0.39% (n = 330,000);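 active means inhibition of 50% or more; inactive means inhibition below 50%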;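 further: plate controls were induced DMSO wells for no effect and uninduced yeast grown without galactose for full effect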
NR3A LBD binder = binders of NR3A ligand-binding domain, primary screen, biophysical, differential scanning fluorimetry, uHTS; Glutamate receptor ionotropic, NMDA 3A (GRIN3A) ligand-binding domain; NR3A LBD differential scanning fluorimetry, Tm shift; 0% = protein alone, 100% = glycine-bound protein; Tm shift relative to glycine control, % at 25 µM; actives 2.5% (n = 340,000); AID 1259313, 2017;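 active means melting temperature shift of at least 10% of the positive control shift, at one fixed dose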
TIM10 inh = growth inhibitors of isogenic TIM10 control yeast, primary screen, counter-screen for tim10-1 yeast inhibitor project, luminescence, uHTS; actives 1.4% (n = 330,000); S. cerevisiae TIM10 strain growth, BacTiter-Glo luminescence, 24 h; inhibition, % at 10 µM;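 active means inhibition of 40% or more at the single tested concentration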;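 further: wild-type TIM10 isogenic control strain grown at permissive 25 °C; 0% = DMSO yeast wells and 100% = minimal medium wells without yeast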
APJ antag = antagonists of human apelin receptor APJ, primary screen, CHO-K1 cells, beta-arrestin complementation, luminescence; P35414; inhibition, % at 20 µM; actives 0.32% (n = 330,000);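 active means inhibition above about 40% at 20 µM, limit read from the data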;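 further: cells challenged with 10 nM apelin-13 agonist together with compound; plate controls were apelin-13 plus DMSO wells for no effect and DMSO wells lacking apelin-13 for full effect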
Numbers without * were called inactive; . = no result given.

Structure	APJ agonist	tim10-1 inh	tim23-1 inh	MIN6 prolif	MPTP inh	NLRP3 yeast inh	NR3A LBD binder	TIM10 inh	APJ antag
Nc1nnnn1/N=C/c1cc(Cl)ccc1O	3	2	1	-1	0.4	-8	0	14	-29
COc1ccc(/C=C(\C#N)C(=O)OCC(=O)Nc2ccc(-c3nc4ccc(C)cc4s3)cc2)cc1	12	23	1	-6	-0.6	-1	6	14	5
C#CCOC(=O)/C(=C/c1ccc(F)cc1)NC(C)=O	-1	13	-4	0	1.0	5	3	-13	-2
NC(=O)COC(=O)[C@H](Cc1ccccc1)NS(=O)(=O)c1ccc2c(c1)OCCO2	-6	-3	-5	5	-0.4	4	-1	7	13
Cc1cc(CSc2ccccc2C(=O)O)on1	-2	-12	12	-1	-0.8	16	0	0	1
O=C(Nc1cccc2ncccc12)c1ccccc1[N+](=O)[O-]	0	-12	-13	-2	-0.8	13	-1	-8	3
CCS(=O)(=O)CCSc1nc(C)cc(C)c1C#N	3	11	6	1	-0.6	-5	1	12	7
CCNC(=O)Oc1ccc(-c2csnn2)cc1	-1	-17	-6	-1	-0.2	6	3	4	-6
COc1ccc(-c2cn(Cc3ccc(C)cc3)nn2)cc1	6	-3	9	-4	0.4	40	-3	1	12
Clc1cccc(Cl)c1/C=C/c1nc2ccccc2[nH]1	3	45*	85*	-4	95*	38	3	65*	-2
CCCCCCn1c(SCC(=O)c2c(N)n(C)c(=O)n(C)c2=O)nc2ccccc21	3	-18	-13	-5	11	34	-2	-16	-9
COc1ccccc1CCC(=O)N1CCN(S(=O)(=O)c2cccc(F)c2)CC1	-3	35	13	1	-1.5	28	1	7	6

Next entries
Structure	APJ agonist	tim10-1 inh	tim23-1 inh	MIN6 prolif	MPTP inh	NLRP3 yeast inh	NR3A LBD binder	TIM10 inh	APJ antag
C[C@H](NC(=O)Cc1cccc2ccccc12)C(=O)N1CCCN(C)CC1	-6	7	1	0	-0.4	10	1	-26	20
CCOC(=O)C1CCCN(S(=O)(=O)CCNC(=O)c2cccc(OC)c2)C1 (stereo not given)	-2	-7	-6	2	1.3	11	.	3	-15
CC(C)SCCCOc1ccc(C(C)(C)C)cc1	-3	0	6	1	0.4	5	0	8	-2
C=CCN(CC=C)CCOc1ccccc1	-3	-2	8	0	1.1	3	-8	1	-1
O=C(COC(=O)c1ccc(S(=O)(=O)N2CCCC2)cc1)NCc1ccccc1	-1	-8	-3	-1	-0.6	-4	2	-6	-2
Cc1ccc(NC(=O)CS(=O)CC(=O)NCCCN(C)c2ccccc2)cc1 (stereo not given)	-3	17	2	-2	-1.5	-3	1	-5	-7
O=C(Cc1cccs1)N1CCN(S(=O)(=O)c2ccc(F)cc2)CC1	0	15	15	2	2.9	4	-1	1	6
O=C(OCc1nnc(-c2ccc([N+](=O)[O-])cc2)o1)C1CCN(C(=O)c2ccc(Cl)cc2)CC1	4	19	9	2	-0.6	0	-5	-3	-27
O=C(CSc1nc(=O)n2ccccc2n1)N1CCN(c2ccccc2)CC1	-4	6	-5	-3	-0.9	6	0	2	-9
CCN(CC)C(=O)Cn1cc(SCC(=O)Nc2cc(C)on2)c2ccccc21	-1	14	6	-3	0.0	-3	1	-34	4
COc1ccccc1N1CCN(C(=O)CSc2ncnc3scc(-c4ccccc4)c23)CC1	-4	19	25	0	1.1	12	-3	31	2
O=C1N(CCCl)c2ccc(Br)cc2C12OCCO2	-1	13	12	2	0.4	-2	3	0	5

(continued)
Structure	APJ agonist	tim10-1 inh	tim23-1 inh	MIN6 prolif	MPTP inh	NLRP3 yeast inh	NR3A LBD binder	TIM10 inh	APJ antag
COCCn1c(C)cc(/C=C(\C#N)C(=O)OC(C)C(=O)Nc2ccc(NC(C)=O)cc2)c1C (stereo not given)	1	-8	7	4	-1.7	6	1	-2	11
Cc1ccc(NC2=CC(=O)OC(C)C2)cc1 (stereo not given)	-4	2	4	1	1.2	17	-2	1	-1
CC(=O)NC(c1cccc([N+](=O)[O-])c1)c1ccc2cccnc2c1O (stereo not given)	-1	-16	36	-4	-0.9	15	0	-64	9
CCCCc1nc2cc(C(=O)NC(C)c3cnn(C)c3)ccc2o1 (stereo not given)	-2	-4	-4	-1	0.4	-11	0	3	2
CCOC(=O)Cn1cc(Cl)cc(C(=O)Nc2ccccc2)c1=O	-4	3	34	3	-0.4	17	-3	9	2
Cc1ccc(NC(=O)C2CCCN(S(=O)(=O)c3ccc4c(c3)oc(=O)n4C)C2)nc1 (stereo not given)	1	11	21	-1	-0.9	6	0	10	-64
N#Cc1ccccc1S(=O)(=O)N1CCN(C(=O)c2cn(-c3ccccc3)nc2-c2cccnc2)CC1	-1	-8	-3	-3	0.8	6	4	4	-1
CCCOc1ccc(C2C(C(=O)c3cc4ccccc4o3)=C(O)C(=O)N2c2cc(C)on2)cc1OC (stereo not given)	10	-6	7	-5	31	-6	-10	9	14
CCOC(=O)C1=C(C)NC(C)=C(C(=O)OCC)C1C(=O)OCC(=O)NCCc1ccccc1	-1	4	14	-2	-0.1	5	0	4	5
O=C(Cn1cnc2c(NCc3ccccc3)ncnc21)NCCN1CCOCC1	.	-3	23	.	-0.8	.	2	-16	.
CCCOc1ccc(CCN2CCC(=O)NC2=O)cc1C	-8	-3	-7	-1	3.9	25	5	-5	-2
CCC(C)C1NC(=S)N(C2CCCCC2)C1=O (stereo not given)	-4	36	34	0	11	-1	-3	19	7

Later entries:
Structure	APJ agonist	tim10-1 inh	tim23-1 inh	MIN6 prolif	MPTP inh	NLRP3 yeast inh	NR3A LBD binder	TIM10 inh	APJ antag
CC(=O)c1cccc(N=C2NC(=O)C(CO)(CO)S2)c1	-3	7	0	-1	-1.3	-5	2	-10	1
CCOc1ccc(N(CC(=O)Nc2ccccc2C(=O)N2CCCC2)S(C)(=O)=O)cc1	-3	3	-4	-3	1.3	13	-2	7	2
Cc1ccc(NC(=O)CCCN2C(=S)NC(C)(C)CC2C)cc1 (stereo not given)	-3	27	5	-3	2.8	8	1	-7	13
COc1ccc2cnn(CCOc3cc(C)ccc3C(C)C)c(=O)c2c1OC	-3	21	24	1	1.2	22	-2	4	-10
O=C(CSc1nnc(SCc2ccc(Cl)cc2)s1)N/N=C/c1c(Cl)cccc1Cl	-4	-3	-6	-4	3.0	5	-4	-20	-32
CCN(CC(=O)Nc1c(F)cccc1F)C(=O)CCNC(=O)c1ccccc1OC	-1	0	7	2	-1.9	10	4	13	-11
COC(=O)c1sccc1-c1ccc(C(=O)Nc2ccccc2)o1	1	4	23	0	7.1	10	-8	7	0
CCCCN1Cc2c(nc3cc(-c4ccco4)[nH]n3c2=O)C1=O	-2	4	13	-2	1.1	14	1	-6	7
Cc1c(NC(=O)c2cc(-n3cnnc3)ccc2Cl)cccc1-c1nc2ccccc2s1	6	15	24	-6	-1.6	-19	-3	8	-10
CN(Cc1ccco1)S(=O)(=O)c1nnc(NC(=O)c2ccccc2Cl)s1	0	24	12	1	-0.6	-3	-1	24	13
COc1ccc(CN2C(=O)NC3(CCOc4ccccc43)C2=O)cc1F (stereo not given)	-2	33	7	-3	0.9	2	-1	1	-2
O=C(COc1cc(O)c2c(=O)cc(-c3ccccc3)oc2c1)c1ccccc1	-2	-11	-2	-2	0.9	-12	-2	7	18

Entries listed so far that bear a hit mark in MPTP inh.
mol	APJ agonist	MPTP inh	NLRP3 yeast inh	NR3A LBD binder	APJ antag
Clc1cccc(Cl)c1/C=C/c1nc2ccccc2[nH]1	3	95*	38	3	-2

(continued)
Structure	APJ agonist	tim10-1 inh	tim23-1 inh	MIN6 prolif	MPTP inh	NLRP3 yeast inh	NR3A LBD binder	TIM10 inh	APJ antag
COc1ccc(N2CCN(C(=O)CSc3ncnc4scc(-c5ccc(C)cc5)c34)CC2)cc1	-4	20	23	-5	3.6	11	-1	43*	9
C=C[C@H]1[C@H](OC2OC(CO)C(O)C(O)C2O)OC=C(C(=O)OC)[C@H]1C[C@H]1CC(=O)C[C@H](CC(=O)CCc2ccc(O)cc2)O1 (stereo not given in full)	-2	3	-2	-4	.	7	-1	-2	-6
Cc1ccc(S(=O)(=O)N2CCN(Cc3cccc(C)c3O)CC2)cc1	-1	-7	-3	-4	0.5	12	1	3	10
CCCCN1CC[C@@H]2C=CC[C@H](C(=O)OC)[C@@H]2C1=O	.	-2	28	.	-0.3	.	0	6	.
CC(C)OC(=O)NC(c1ccccc1)C(Cl)(Cl)Cl (stereo not given)	4	18	10	3	-1.6	-30	-3	-1	8
CCc1ccccc1NC(=S)NC1CC2CCCC(C1)N2Cc1cccs1 (stereo not given)	-4	4	-22	-4	0.3	24	2	-6	6
Cc1cc(=O)[nH]c(SCC(=O)N2CCCC2)n1	-2	-10	-1	1	0.0	3	0	7	-4
Cc1ccc(S(=O)(=O)NC(C)C(c2cccs2)N2CCN(C)CC2)cc1 (stereo not given)	0	-21	-9	-1	-0.7	-3	-7	-13	-12
C=CCNC(=S)NN(c1ccccc1)c1ccccc1	-3	11	1	-1	-2.3	8	-2	4	4
Cc1cccnc1Nc1nc(-c2ccc(F)cc2)cs1	0	20	47	-6	1.3	1	1	37	-12
COc1ccc(C(=O)Nc2ccccc2-c2ccccc2)cc1Cl	-6	20	16	0	2.8	22	-5	13	4
CC(=O)c1c(-c2ccc(Cl)cc2Cl)noc1C	-5	1	18	-2	1.3	21	0	5	14
O=C(Nc1cccc(Oc2ccc3c(c2)C(=O)NC3=O)c1)c1ccco1	-1	5	-18	0	0.0	-4	-10	-6	-17
